PDI turbidity = PDI (human) enzyme inhibition | P07237 | PDI insulin aggregation turbidity, A650, 90 min | AID 588391 | inhibition, % at 10 µM | actives 0.052% (n = 350,000);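 active = mean inhibition across replicates of 30% or more, whatever share of single replicates reach that level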;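 note: absorbance from insulin aggregation driven by PDI reduction with DTT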
Target sequence (P07237 whole entry, looked up): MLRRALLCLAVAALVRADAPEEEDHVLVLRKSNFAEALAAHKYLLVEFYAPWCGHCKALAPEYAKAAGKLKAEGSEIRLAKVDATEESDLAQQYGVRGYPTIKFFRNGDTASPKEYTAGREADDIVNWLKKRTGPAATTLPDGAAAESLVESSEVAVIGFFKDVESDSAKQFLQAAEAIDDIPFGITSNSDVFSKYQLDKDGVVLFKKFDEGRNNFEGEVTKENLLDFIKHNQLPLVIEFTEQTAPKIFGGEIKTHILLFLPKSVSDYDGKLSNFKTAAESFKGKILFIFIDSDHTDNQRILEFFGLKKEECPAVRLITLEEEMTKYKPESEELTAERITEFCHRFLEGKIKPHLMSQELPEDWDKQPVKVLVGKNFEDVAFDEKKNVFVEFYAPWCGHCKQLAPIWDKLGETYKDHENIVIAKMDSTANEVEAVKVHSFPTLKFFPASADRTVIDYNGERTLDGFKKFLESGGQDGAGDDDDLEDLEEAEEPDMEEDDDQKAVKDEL
HIF-2a inh = inhibitors of HIF-2a. 786-0 RCC cells HIF-2a reporter, luciferase luminescence, overnight. inhibition, % at 18.8 µM. actives 0.72% (n = 360,000). AID 624352;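 active = inhibition of the luminescence signal of 40% or more relative to plate controls, in a single-dose primary screen at 18.75 µM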
Shn3 3UTR inh = Schnurri-3 reporter inhibition in Clone20 osteoblasts; inhibition, % at 12.5 µM; actives 0.52% (n = 360,000); Clone20 osteoblast Shn3 3'UTR firefly luciferase, 24 h;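 active = mean inhibition of at least 75% with every replicate also reaching 75%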;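 note: 0% = median of neutral control wells and 100% = pilot-screen positive control compound; some compounds past the cut are filed as inactive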
Peg3 prom inh = inhibitors of Peg3 promoter | HeLa PEG-Prom luciferase reporter, luminescence, overnight | inhibition, % at 20 µM | actives 1.7% (n = 360,000);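 active = inhibition of at least 50% at 20 µM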
KKLEB cytotox = counter-screen for CF NF-kB inhibitors: cytotoxicity; KKLEB CF airway cells viability, ATPlite luminescence, overnight; active compounds read low; cells stimulated with P. aeruginosa culture filtrate; AID 602141; activity change (cytotoxicity), % at 5 µM; actives 0.36% (n = 360,000);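 active = corrected activity change at or below -50% at 5 µM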
NR2E3 ag-1 = agonists of human NR2E3 nuclear receptor. Q9Y5X4. CHO-S Gal4-NCOR/VP16-NR2E3 two-hybrid, luciferase. inhibition of corepressor binding, % at 3.98 µM. actives 0.35% (n = 360,000). AID 602229;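 active = inhibition above the mean of all tested compounds plus 3 SD, cut at about 70% in these data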;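 note: 0% = DMSO with NR2E3 transfected cells and 100% = cells lacking NR2E3 construct; higher means lower luciferase signal from less NR2E3 corepressor binding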
Target sequence (Q9Y5X4 whole entry, looked up, the tested form may be a part): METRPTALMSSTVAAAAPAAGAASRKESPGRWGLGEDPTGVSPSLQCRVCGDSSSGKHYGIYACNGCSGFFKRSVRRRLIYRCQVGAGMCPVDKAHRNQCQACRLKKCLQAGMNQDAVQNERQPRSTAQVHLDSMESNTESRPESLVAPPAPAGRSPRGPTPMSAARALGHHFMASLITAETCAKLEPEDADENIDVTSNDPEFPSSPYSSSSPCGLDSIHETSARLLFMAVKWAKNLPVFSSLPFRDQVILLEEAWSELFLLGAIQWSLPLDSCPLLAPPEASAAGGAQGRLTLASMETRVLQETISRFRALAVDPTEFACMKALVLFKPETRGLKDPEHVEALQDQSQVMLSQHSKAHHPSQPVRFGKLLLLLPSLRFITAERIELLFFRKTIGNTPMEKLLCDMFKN
CaV13 FRET inh = Disruptors of the CACNA1D IQ motif to Ca2+-dependent inactivation inhibitor domain association, primary screening, Förster resonance energy transfer in intact living … | HEK cells, CFP/YFP FRET ICDI-IQ, plate reader, 10 min; percent FRET-ratio fall versus neutral wells | inhibition, % at 12.3 µM | actives 0.098% (n = 340,000);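 active = mean replicate inhibition of at least 30% and at least 1% of replicates passing that level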;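 note: 0% = median of the neutral control wells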
MITF TRPM1 inh = inhibitors of MITF-driven TRPM1 promoter in melanoma cells; inhibition, % at 12.5 µM; actives 0.83% (n = 330,000); AID 488899; SK-MEL-5 TRPM1 promoter luciferase, 24 h;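 active = mean inhibition across replicates of 60% or more, whatever share of single replicates reaches that level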; note: values of inactives mirror those of a sister screen read the other way
CF NFkB inh = cystic fibrosis NF-kB activation inhibition. AID 588850. KKLEB NF-kB-GFP reporter, PAF-induced, GFP fluorescence overnight. actives 0.86% (n = 360,000). inhibition, % at 5 µM;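 active = at least 50% inhibition at 5 µM, scaled per plate between neutral and stimulator controls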;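 note: PAF is a Pseudomonas aeruginosa culture filtrate used as stimulus; plate controls were PAF-stimulated DMSO wells for no effect and unstimulated DMSO wells for full effect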
NR2E3 ag-2 = agonists of human nuclear receptor NR2E3. Q9Y5X4. GST-NR2E3/biotin-RetCOR TR-FRET, 1536-well. inhibition of corepressor binding, % at 4.78 µM. actives 0.12% (n = 320,000). AID 2300;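 active = percent inhibition above the cutoff of mean plus 3 SD of all tested compounds, set per screening campaign, cut at about 20% in these data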;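 note: 0% = DMSO wells and 100% = biotin wells as full block of FRET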
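Material: NR2E3–RetCOR corepressor complex / Amount: 1.35 nM GST-NR2E3 / Medium: Tris pH 7.5 / Compound: single nominal compound dose of 4.8 µM / Incubation: 5 h at 4 °C / Technique: TR-FRET, Eu(K)-anti-GST donor, streptavidin-D2 acceptor, ex 340, em 617/671 nm / Read-out basis: percent loss of FRET ratio relative to control wells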
Vif inh = HIV Vif inhibition. inhibition, % at 7.49 µM. HEK293T cells, Vif self-association by quenched fluorescence, imaging, 24 h. actives 0.35% (n = 340,000); in the data active = inhibition above about 50%, passing the limit was not always enough; note: some results filed as inactive read as strong as hits
Starred values were filed as active, the others as inactive; . = not tested or not shown. Compounds were not picked by outcome. About 3.3% of those tested had a hit in this group.

cpd	SMILES	PDI turbidity	HIF-2a inh	Shn3 3UTR inh	Peg3 prom inh	KKLEB cytotox	NR2E3 ag-1	CaV13 FRET inh	MITF TRPM1 inh	CF NFkB inh	NR2E3 ag-2	Vif inh
1	CC(C(=O)NCCc1nc2ccccc2[nH]1)n1cc([N+](=O)[O-])cn1 (configuration not stated)	2	18	11	-2	-4	5	0	11	-17	1	-3
2	CC1CCN(c2ccc(NC(=O)c3ccc(Br)o3)cc2)CC1	-7	-252	-91	-289	-6	-132	-5	-77	-35	3	-12
3	C[C@H](O)[C@@H]1C(=O)N2CCc3ccc(N4CCOCC4)cc3[C@@H]2C[C@@H]1N(C)C(=O)Nc1ccccc1	-2	5	1	2	3	9	-6	-5	1	.	2
4	Cc1cc(NC(=O)NC(=O)c2ccccc2F)no1	0	-195	-27	-159	22	-75	-6	-16	-10	2	0
5	CCOC(=O)c1c(NC(=O)c2c(C(=O)O)cccc2[N+](=O)[O-])sc(C)c1C	-7	1	6	16	16	1	-5	-4	-7	2	10
6	O=C(c1cc(F)ccc1F)C1CCCN(C(=O)c2ccc(F)cc2Cl)C1 (configuration not stated)	-5	5	2	15	-6	11	-3	6	6	-1	-2
7	C[C@@H]1C=C(C(=O)NC2CC2)O[C@H](OCc2ccc(CO)cc2)C1	6	-26	-19	-4	-4	-11	-3	-3	3	3	-2
8	COc1cc2oc(=O)cc(-c3ccc(-c4ccc(OC(F)(F)F)cc4)cc3)c2c(OC)c1OC	-11	-8	7	-21	-4	-24	-6	-15	25	.	-3
9	Cc1nn(Cc2ccc(Cl)c(Cl)c2)c(C)c1NC(=O)c1cn(-c2ccccc2)nc1-c1ccccc1	-5	14	13	36	4	-7	-5	6	18	-1	-22
10	CC[C@@H]1C(c2ccccc2)=NN(c2ccccc2)[C@H]1C(=O)N1CCOC1=O	2	2	8	-8	11	18	-7	-8	-28	.	-2
11	COc1ccc(C(=O)NCC(c2cccnc2)N2CCN(c3ccc(F)cc3)CC2)cc1OC (configuration not stated)	.	-4	9	-12	-12	9	-7	.	-16	-2	14
12	CC(C)(CC(=O)O)CC(=O)NCc1c(Cl)cccc1Oc1ccccc1	-13	3	5	15	2	5	-4	-2	-1	1	2
13	CS(=O)(=O)N(CC(=O)NC1CCCCC1)Cc1ccc(Cl)cc1	-7	7	0	13	5	4	-8	4	14	1	-1
14	COc1ccccc1NC(=O)CN1CCSc2ccccc21	-3	-1	0	17	-2	-9	-7	10	-6	4	-5
15	O=C(c1cc(F)ccc1F)N1CCC(N2CCC(C(=O)N3CCCC3)CC2)CC1	-2	-45	-27	-36	-7	-37	-7	-11	-1	-1	5
16	O=C(/C=C\c1ccccc1)Nc1ccc(NC(=O)c2ccco2)cc1	13	-7	4	6	16	-3	-2	-3	-25	-3	-7
17	O=C(O)CCCN1C(=O)C(=O)/C(=C(/O)c2ccccc2)C1/C=C/c1ccccc1 (configuration not stated)	4	26	-11	19	-18	1	-13	6	20	4	0
18	CCN1c2ccccc2-c2nc3ccccc3n2C1c1cccs1 (configuration not stated)	-2	21	17	30	3	14	-2	-2	-5	1	-3
19	COc1ccccc1Nc1nc(N)nc(CN2CCN(Cc3ccc4c(c3)OCO4)CC2)n1	-3	-5	15	15	0	-2	5	12	-16	2	-4
20	COc1cc(O)c(CCC(=O)c2cc(OC)c(OC)c(OC)c2)c(OC)c1	9	11	3	20	8	-21	-5	9	11	3	-5
21	O=C(Cc1ccc(Br)cc1)NC1CCN(Cc2ccccc2)CC1	-10	15	8	8	-18	-8	-3	-5	10	0	7
22	CC(C(=O)OCC(=O)c1ccc([N+](=O)[O-])cc1)N1C(=O)C2C3CCC(C3)C2C1=O (configuration not stated)	4	-5	4	-6	-12	-49	-1	5	4	5	0
23	COc1ccc(-c2cc3nc(-c4ccccc4)cc(N4CCN(C(=O)c5ccsc5)CC4)n3n2)cc1	3	-1	28	33	-13	-20	-5	.	26	.	6
24	O=CN1CCN(C(=S)Nc2ccc(OC(F)F)cc2)CC1	2	3	18	-7	2	10	-15	10	11	1	0

9 structures already listed, sorted by molecular weight, low to high:
cpd	SMILES	PDI turbidity	HIF-2a inh	Shn3 3UTR inh	Peg3 prom inh	KKLEB cytotox	NR2E3 ag-1	CaV13 FRET inh	MITF TRPM1 inh	CF NFkB inh	NR2E3 ag-2	Vif inh
14	COc1ccccc1NC(=O)CN1CCSc2ccccc21	-3	-1	0	17	-2	-9	-7	10	-6	4	-5
18	CCN1c2ccccc2-c2nc3ccccc3n2C1c1cccs1 (configuration not stated)	-2	21	17	30	3	14	-2	-2	-5	1	-3
13	CS(=O)(=O)N(CC(=O)NC1CCCCC1)Cc1ccc(Cl)cc1	-7	7	0	13	5	4	-8	4	14	1	-1
20	COc1cc(O)c(CCC(=O)c2cc(OC)c(OC)c(OC)c2)c(OC)c1	9	11	3	20	8	-21	-5	9	11	3	-5
21	O=C(Cc1ccc(Br)cc1)NC1CCN(Cc2ccccc2)CC1	-10	15	8	8	-18	-8	-3	-5	10	0	7
17	O=C(O)CCCN1C(=O)C(=O)/C(=C(/O)c2ccccc2)C1/C=C/c1ccccc1 (configuration not stated)	4	26	-11	19	-18	1	-13	6	20	4	0
22	CC(C(=O)OCC(=O)c1ccc([N+](=O)[O-])cc1)N1C(=O)C2C3CCC(C3)C2C1=O (configuration not stated)	4	-5	4	-6	-12	-49	-1	5	4	5	0
19	COc1ccccc1Nc1nc(N)nc(CN2CCN(Cc3ccc4c(c3)OCO4)CC2)n1	-3	-5	15	15	0	-2	5	12	-16	2	-4
23	COc1ccc(-c2cc3nc(-c4ccccc4)cc(N4CCN(C(=O)c5ccsc5)CC4)n3n2)cc1	3	-1	28	33	-13	-20	-5	.	26	.	6

Further results
cpd	SMILES	PDI turbidity	HIF-2a inh	Shn3 3UTR inh	Peg3 prom inh	KKLEB cytotox	NR2E3 ag-1	CaV13 FRET inh	MITF TRPM1 inh	CF NFkB inh	NR2E3 ag-2	Vif inh
25	CC1CCN(CC(=O)Nc2ccccc2C(=O)c2ccccc2)CC1	-4	-12	-12	1	3	0	-7	2	-17	-1	-5
26	CCn1nnc(NC(=O)COc2ccc(C3CCCCC3)cc2)n1	-4	1	13	-10	-16	-25	-8	-3	6	3	-10
27	CC(NC(=O)Cc1cccs1)C(c1cccs1)N1CCOCC1 (configuration not stated)	-1	-2	3	-14	-5	-4	.	6	16	3	-2
28	O=C(/C=C/c1ccccc1Br)c1ccc2c(c1)OCO2	5	-231	10	-106	-4	-62	-3	-28	-1	-1	-3
29	COc1ccccc1OCCCc1c(C)n[nH]c1C	-7	19	3	5	5	0	-7	5	2	2	0
30	CNc1ccc(C(=O)OCC(=O)NC(=O)NC2CCCCC2)cc1[N+](=O)[O-]	-3	8	11	-3	-7	-29	-6	-6	-1	.	-2
31	CC1(C)CC(=O)C=C(Nc2ccc(O)c(C(=O)O)c2)C1	-5	24	-10	2	-10	-2	-5	-10	-6	-1	2
32	Cc1cccc(-c2nc(CN3CCCC(C(=O)NC4CCCC4)C3)c(C)o2)c1 (configuration not stated)	-3	11	19	11	-17	17	-6	0	-5	5	-3
33	CCN1CCN(Cc2nc3c(c(=O)n(C)c(=O)n3C)n2C(C)C(C)=O)CC1 (configuration not stated)	1	22	6	16	-2	-21	-4	4	-23	3	-6
34	O=C(NCc1ccc(Cl)cc1)c1cc(=O)nc2sc(-c3ccccc3)nn12	-4	14	22	-13	-3	14	-7	25	-30	-3	-9
35	CC1CCCC(C)N1C(=O)COC(=O)c1cc(=O)[nH]c2ccccc12 (configuration not stated)	0	-32	8	-25	-1	-41	-5	-7	8	.	9
36	CCCc1cc(=O)oc2c(C)c(OCC(=O)Nc3cccnc3)ccc12	-5	-28	16	-18	3	-6	-7	1	3	8	24
37	COc1cc(Cc2cc(OC)c(O)c(OC)c2)cc(OC)c1O	-1	6	2	-3	-2	-13	-5	.	14	.	5
38	CCC(C)Sc1ccc([C@H]2N[C@@](C)(C(=O)OC)[C@H]3C(=O)N(C)C(=O)[C@@H]23)cc1 (some centres not stated)	-2	-16	-7	13	-21	-22	-11	-2	-11	.	.
39	COc1ccccc1Oc1cc(F)nc(N)n1	-7	1	28	12	4	-20	-8	-1	-1	5	14
40	COc1ccc(C2NC(=O)NC(C)=C2C(=O)Nc2cc(C)ccc2C)cc1OC (configuration not stated)	1	28	-1	17	3	-5	.	1	-6	7	21
41	CC(C)(C)NC(=O)C1CCN(S(=O)(=O)c2cccc3nsnc23)CC1	-1	0	0	6	-14	-22	-5	-1	9	-3	7
42	COc1ccc(-c2ccc(CN3C(C)C(=O)N(Cc4cn(Cc5ccco5)nn4)CCS3(=O)=O)cc2)cc1 (configuration not stated)	-2	-18	53	-14	-11	11	-5	.	32	.	4
43	CC1=C(CC[C@@H](C)CO)OC2CC3C4CCC5CC(O)CCC5(C)C4CC(=O)C3(C)C12 (some centres not stated)	.	-31	19	65*	-17	-4	.	.	-7	4	-17
44	CCC(C)n1c(-c2cccc(S(=O)(=O)N3CCOCC3)c2)n[nH]c1=S (configuration not stated)	4	9	-2	-4	2	-11	.	8	0	.	10
45	COc1ccc(OC(C)C(=O)N2CCC(C)CC2)cc1 (configuration not stated)	2	22	-8	21	-2	6	-4	3	-2	1	0
46	O=C(Cc1ccc(Cl)cc1)Nc1ccc(NC(=O)c2cccs2)cc1	2	5	-9	-18	-8	23	-5	-12	0	0	-5
47	COc1ccc(OC)c(-n2c(Cn3c(-c4ccccn4)nc4ccccc43)n[nH]c2=S)c1	-1	16	-1	7	-14	-10	-1	13	9	-5	-2
48	CN(C)S(=O)(=O)N1CCC(Oc2ccc(C(=O)NCC(C)(C)CO)cc2)CC1	0	25	-3	-3	12	-2	-6	4	10	-1	13
49	Cc1nc2ccccc2c(=O)n1/N=C/c1ccc(O)cc1O	-3	-5	10	-13	-15	-24	7	0	-13	4	15
50	Cc1ccc(CNc2c(C=O)c(=O)[nH]c3ccccc23)cc1	3	7	-12	10	-23	-15	-19	2	5	2	-5
51	Cc1cccc(C)c1OCc1cc(C(=O)NCc2cn(C)nc2C)no1	-3	-33	-14	-19	-1	1	-6	-6	-15	3	6
52	O=C(c1cn[nH]c1)c1cc(F)ccc1O	-9	22	-18	-5	-6	8	.	-9	27	1	-3
